# MPTP inh – inhibitors of mitochondrial permeability transition pore; isolated mouse mitochondria, Ca2+ swelling absorbance, 30 min; inhibition, % at 10 µM; actives 1.4% (n = 360,000);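 active = inhibition of 50% or more, scaled per plate between neutral and stimulator controls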;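 also: 0% = DMSO wells given calcium and 100% = 1 mM EGTA wells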
# Gli-Sufu antag – blocks Gli-Sufu signaling in a luciferase reporter; inhibition, % at 5 µM; Sufu-KO-LIGHT fibroblasts, Gli luciferase reporter luminescence; actives 0.74% (n = 340,000);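 active = inhibition above about 55%, limit read from the data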;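 also: 0% = DMSO-treated cells and 100% = wells with medium but no cells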
# A3G deaminase – inhibitors of human APOBEC3G DNA deaminase. Q9HC16. recombinant A3G, ssDNA deamination FAM/TAMRA fluorescence. inhibition, % at 20 µM. actives 0.28% (n = 330,000). AID 493012;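 active = inhibition of at least 40% at 20 µM, with no more than 30% in the related APOBEC3A deaminase screen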;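 also: plate controls were DMSO wells with A3G for no effect and wells lacking A3G enzyme for full effect; some compounds called inactive have numbers as strong as hits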
# Target sequence (Q9HC16 whole entry, looked up): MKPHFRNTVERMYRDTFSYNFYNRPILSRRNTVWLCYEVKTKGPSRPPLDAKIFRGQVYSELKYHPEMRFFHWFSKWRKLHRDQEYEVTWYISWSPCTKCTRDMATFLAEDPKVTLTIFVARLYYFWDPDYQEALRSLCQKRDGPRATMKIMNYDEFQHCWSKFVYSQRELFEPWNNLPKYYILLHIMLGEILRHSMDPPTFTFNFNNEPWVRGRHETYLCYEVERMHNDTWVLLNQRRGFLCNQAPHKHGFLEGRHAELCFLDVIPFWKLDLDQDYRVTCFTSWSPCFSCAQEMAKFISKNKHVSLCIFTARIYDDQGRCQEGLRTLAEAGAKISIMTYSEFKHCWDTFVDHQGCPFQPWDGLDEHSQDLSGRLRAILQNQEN
# EBI2 antag – EBI2 (human) antagonism; inhibition, % at 5 µM; AID 651636; actives 0.81% (n = 360,000); EBI2 beta-arrestin recruitment, luminescence, 7a,25-OHC stimulated; P32249; in the data active = inhibition above about 38%;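 also: enzyme fragment complementation signal reports receptor beta-arrestin coupling in cells; 0% = agonist plus DMSO wells and 100% = wells without agonist; some results beyond the cut were filed as inactive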
# CCR6 antagonist – antagonists of human CCR6 receptor; AID 493098; inhibition, % at 20 µM; CHO-K1 CCR6 PathHunter beta-arrestin, luminescence, CCL20-stimulated; actives 0.49% (n = 340,000); P51684;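 active = compounds whose inhibition of the agonist-driven luminescence signal at 20 µM reaches about 50%, limit read from the data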;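 also: cells stimulated with CCL20 at 14 nM final; plate controls were DMSO with CCL20 for no effect and DMSO without agonist for full effect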
# Target sequence (P51684 whole entry, looked up): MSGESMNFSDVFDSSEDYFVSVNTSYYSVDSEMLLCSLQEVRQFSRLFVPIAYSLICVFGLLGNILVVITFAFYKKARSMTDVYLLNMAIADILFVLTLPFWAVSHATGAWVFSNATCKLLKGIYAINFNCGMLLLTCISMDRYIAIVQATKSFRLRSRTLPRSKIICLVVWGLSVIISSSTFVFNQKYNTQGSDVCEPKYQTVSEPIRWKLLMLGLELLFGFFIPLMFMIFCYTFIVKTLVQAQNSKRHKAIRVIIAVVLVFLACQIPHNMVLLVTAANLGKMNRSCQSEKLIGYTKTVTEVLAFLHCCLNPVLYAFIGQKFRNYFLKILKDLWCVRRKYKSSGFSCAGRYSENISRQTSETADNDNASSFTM
# A3A deaminase – human APOBEC3A DNA deaminase inhibition. recombinant A3A, FAM/TAMRA ssDNA deamination fluorescence. AID 493011. actives 0.41% (n = 330,000). inhibition, % at 20 µM. P31941;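 active = at least 40% inhibition at 20 µM here, with at most 30% in a related deaminase screen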;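 also: plate controls were A3A with DMSO for no effect and wells lacking A3A enzyme for full effect; some results filed as inactive read as strong as hits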
# Target sequence (P31941 whole entry, looked up): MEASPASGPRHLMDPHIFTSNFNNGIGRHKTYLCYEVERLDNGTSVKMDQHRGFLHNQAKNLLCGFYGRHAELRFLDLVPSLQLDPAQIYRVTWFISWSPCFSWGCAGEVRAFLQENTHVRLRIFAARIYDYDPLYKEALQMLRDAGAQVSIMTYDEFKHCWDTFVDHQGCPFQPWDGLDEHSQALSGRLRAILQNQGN
# GRIN3A LBD mod – NR3A (human) ligand-binding domain modulation | NR3A LBD differential scanning fluorimetry, Tm shift; 0% = protein alone, 100% = glycine-bound protein | Tm shift relative to glycine control, % at 25 µM | actives 2.5% (n = 340,000);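 active = melting temperature shift of at least 10% of the positive control shift, at one fixed dose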
# CXCR6 block – CXCR6 (human) receptor inhibition; actives 0.36% (n = 360,000); inhibition, % at 20 µM; CHO-K1 PathHunter CXCR6 beta-arrestin, luminescence; in the data active = inhibition above about 34%, passing the limit was not always enough;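 also: antagonist mode with CXCL16 agonist at 10 nM final; 0% = 10 nM CXCL16 with DMSO and 100% = unstimulated wells without agonist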
# The depositor's hits bear a star. No enrichment for hits. About 5.8% of those tested had a hit in this group.
# Order of results – CXCR6 block	A3A deaminase	A3G deaminase	Gli-Sufu antag	GRIN3A LBD mod	EBI2 antag	MPTP inh	CCR6 antagonist
O=C(Cn1c(=O)sc2ccccc21)NCc1ccccn1
 : -3.5	-3.6	-7.5	23.4	-0.3	-8.8	-0.9	17.4
COc1ccccc1C(=O)Nc1cc(Cl)ccc1-n1cncn1
 : -3.3	6.0	-8.2	0.7	2.1	4.7	8.2	-0.4
O=C(Nc1ccc(O)c2c(=O)cc(-c3cccc(Cl)c3)oc12)c1ccc(F)cc1
 : -8.8	-3.6	-13.7	-9.4	-7.0	8.5	0.6	5.4
CN(C)S(=O)(=O)n1cc(/C=C(\NC(=O)c2ccccc2)C(=O)NCCN2CCOCC2)c2ccccc21
 : -7.8	-5.3	-5.8	-6.1	0.1	-3.9	-1.7	5.3
CCn1c(=O)c(=O)[nH]c2c(=O)oc3ccc(S(=O)(=O)Nc4ccc(OC)cc4)cc3c21
 : 1.1	-3.4	-0.1	-6.5	3.0	-0.1	-0.3	-1.2
NS(=O)(=O)c1ccc(N2C(=O)C(=O)/C(=C(/O)c3ccccc3)C2c2ccc(Cl)cc2)cc1 (centres undefined)
 : 4.3	0.1	-5.3	4.9	-5.3	8.7	0.9	6.0
Cc1ccccc1CN1C(=O)c2ccccc2Sc2ccc(C(=O)NCCCN3CCOCC3)cc21
 : 9.0	-8.3	-6.1	29.6	-2.3	3.9	-1.6	7.3
O=C(c1cccc(S(=O)(=O)N2CCCC2)c1)c1nnc(-c2ccncc2)o1
 : -0.2	4.1	0.5	6.3	-0.4	-2.0	0.5	2.6
Cc1cc(C(=O)Nc2ccccc2N2CCCCC2)no1
 : 10.5	3.8	-3.7	4.4	-0.3	6.3	1.7	17.1
CCc1ccc2nc(N(CCCN(C)C)C(=O)c3ccc(S(=O)(=O)N4CCCC4)cc3)sc2c1
 : 6.4	-3.1	-11.5	6.7	1.1	-3.0	0.4	21.9
COc1ccc(S(=O)CC(=O)Nc2ccc(Cl)cc2Cl)cc1 (centres undefined)
 : -4.1	1.6	-6.3	3.1	-2.4	12.9	0.2	-2.6
COc1ccc(CCNC(=O)COC(=O)c2ccc[nH]c2=O)cc1
 : 6.2	0.1	-1.3	1.2	-2.3	2.6	-2.1	10.9
Cc1cc(Cl)cc(C)c1OCCn1ccnc1
 : -11.4	2.4	-5.5	9.3	-2.0	-13.2	-1.7	8.0
CCN1C(=O)[C@H]2[C@H]3CN=C(SCc4ccccc4)N3[C@@](C)(C(=O)OC)[C@H]2C1=O
 : -4.2	5.2	12.6	-0.9	0.3	-3.8	-0.5	8.8
CCOC(=O)c1nnc2c(Br)c(-c3ccccc3)nn2c1C
 : 27.8	-2.5	-3.3	-5.9	-4.3	15.1	-0.1	38.4
CC1CCN(CCCn2c(=S)[nH]c3c(sc4ccc([N+](=O)[O-])cc43)c2=O)CC1
 : 13.8	2.8	28.4	4.8	-2.0	6.4	1.8	1.3
CCOCCCNC(=O)Cn1nc(Cc2ccncc2)c2ccccc2c1=O
 : -7.5	-2.0	-5.2	-6.2	-8.5	0.6	-0.4	3.9
CCCCc1ccc(NC(=S)NN2CCOCC2)cc1
 : 2.5	-4.5	-5.0	-3.3	0.3	-2.9	-0.2	19.4
CCN(CC)CCCNc1nc(-n2nc(C)cc2C)nc2sc3c(c12)CC(C)(C)OC3
 : -6.2	4.6	4.2	-1.3	-0.5	-13.3	-0.6	11.3
CCOC(=O)c1cccnc1SCC(=O)N(C)c1ccccc1
 : 1.3	-1.3	-7.0	5.5	0.6	0.3	-1.5	5.4

# Individual results from above.
# O=C(Nc1ccc(O)c2c(=O)cc(-c3cccc(Cl)c3)oc12)c1ccc(F)cc1 – Gli-Sufu antag: -9.4
# O=C(Cn1c(=O)sc2ccccc21)NCc1ccccn1 – A3A deaminase: -3.6

# (next part)
# Order of results – CXCR6 block	A3A deaminase	A3G deaminase	Gli-Sufu antag	GRIN3A LBD mod	EBI2 antag	MPTP inh	CCR6 antagonist
O=C(/C=C/c1cccc([N+](=O)[O-])c1)NCCSCc1ccco1
 : 0.1	-1.5	-3.1	-1.2	0.1	3.0	0.1	10.2
COc1ccccc1NC(=O)Cn1cc(C#N)c2ccccc21
 : -4.1	10.1	7.3	6.8	-12.8	3.8	-3.3	6.0
CC(=O)c1ccc(S(=O)(=O)N2CCn3cccc3C2C)cc1 (centres undefined)
 : -7.7	1.9	0.1	3.7	0.3	-5.2	-0.8	8.4
O=C(CCNC(=O)c1ccco1)Nc1ccccc1OC(F)F
 : -1.4	1.4	-4.0	-2.2	3.9	-2.8	0.3	1.5
CN(C)CCCNS(=O)(=O)c1ccc(N2CCN(Cc3ccc4c(c3)OCO4)CC2)c([N+](=O)[O-])c1
 : -0.8	-6.1	-6.2	54.2	0.2	-1.6	87.2*	12.8
O=C1OCCN1C(=O)[C@H]1[C@H](c2ccc(F)cc2)C(c2ccc(F)cc2)=NN1c1ccc(Br)cc1
 : 5.6	-1.7	-3.2	-8.2	-3.9	-0.1	1.5	-5.6
Cc1ccc(C)n1-n1c(C)nc2sc(-c3ccccc3)cc2c1=O
 : -6.3	-3.1	-5.1	3.2	-1.7	26.7	0.5	11.1
C=CCC[C@@H](Cc1ccc(F)cc1)C(=O)OC[C@@H](Cc1c[nH]c2ccccc12)NC(=O)[C@@H](CC=C)CC(=O)NCCO
 : -1.0	-2.9	-6.4	-4.3	-4.4	9.3	2.7	-4.0
CCC1CCCCN1C(=O)c1cc(COc2ccc3ncccc3c2)on1 (centres undefined)
 : -0.2	-1.4	-9.1	72.0*	-0.4	1.5	104.0*	-3.7
CC(C)OC(=O)CCCN1C(=O)c2ccc(N)cc2C1=O
 : -5.9	1.4	-2.1	-11.8	-1.9	-5.7	0.5	9.8
Cc1cc(C)cc(C(=O)NC(=S)Nc2ccc(-c3cc4ccccc4oc3=O)cc2)c1
 : 23.1	6.3	-2.3	11.6	-2.6	13.6	0.0	41.9
O=C(Nc1nccs1)c1cn(-c2ccccc2)nc1-c1ccccc1
 : -0.3	-0.6	-0.9	-17.5	-2.8	-36.4	-1.8	5.0
COCCn1c(SCC(=O)NC2CCCC2)nnc1-c1ccco1
 : -1.5	2.5	6.9	-2.0	1.4	2.2	-0.8	7.5
CN(C)c1nc(Nc2ccccc2)nc(Oc2ccc(=O)[nH]n2)n1
 : 1.7	1.6	-8.9	4.7	-2.2	-0.8	1.9	-0.9
N#Cc1ccc(C(=O)NCC2CCCCC2)cc1
 : -7.2	-2.0	-3.4	-1.7	3.3	-15.3	-0.9	6.9
COC(=O)C(O)(NC(=O)c1ccncc1)C(F)(F)F (centres undefined)
 : 5.8	5.5	1.5	4.0	-2.2	-8.2	0.1	-19.0
O=C(Cc1ccccc1)NNC(=O)C1CCCC1
 : -0.5	1.0	3.5	3.9	6.3	-13.7	-0.2	-5.0
Cc1ccc(CSCC(=O)N(CCC(C)C)c2c(N)n(Cc3ccccc3)c(=O)[nH]c2=O)cc1
 : 6.5	0.8	-3.4	2.1	-4.5	4.7	-0.6	10.9
COCCCNC(=O)c1ccccc1N(Cc1ccccc1)S(=O)(=O)c1ccccc1
 : -4.0	54.6*	7.8	9.0	0.5	1.6	0.0	10.1
C/C(=N\NC(=O)c1cc(C)[nH]n1)c1cccs1
 : 0.4	1.7	-3.6	-64.2	-2.0	-5.1	-1.0	4.4

# The results go on:
# Order of results – CXCR6 block	A3A deaminase	A3G deaminase	Gli-Sufu antag	GRIN3A LBD mod	EBI2 antag	MPTP inh	CCR6 antagonist
Cc1cc(C(=O)NNC(=O)COc2c(C)cc(Br)cc2C)n[nH]1
 : 10.1	-2.0	-5.8	-2.4	-1.2	-4.9	-0.3	-7.0
CC(C)c1nc2ccc(NC(=O)C3CCCCC3)cc2[nH]1
 : -1.0	0.0	-3.6	-3.3	-1.4	-6.3	-0.3	-1.4
N#CC1=C(S)N(c2ccccc2)C(c2ccc(-c3ccccc3Cl)o2)NC1=O (centres undefined)
 : 0.9	-3.3	-1.8	24.9	-8.0	2.0	3.1	-3.9
COc1ccc(Br)cc1CN(C)C(=O)CNC(=O)c1ccc2ccccc2c1
 : -7.9	-0.1	-6.4	19.3	-4.3	28.2	1.4	23.1
NNC(=O)CSc1nnnn1-c1ccccc1
 : 3.4	-6.1	-8.3	1.4	0.4	3.2	1.3	7.8
CCN(CC)S(=O)(=O)c1ccc(C)c(NC(=O)CSc2nc3ccc(C)cc3[nH]2)c1
 : -2.7	2.5	-4.9	7.8	-8.5	12.0	10.2	6.9
COc1ccc(NC(=O)CSc2nc(C)cs2)c([N+](=O)[O-])c1
 : -13.5	-1.9	-6.2	-2.0	0.4	5.7	0.7	5.7
O=C(NNS(=O)(=O)c1ccc([N+](=O)[O-])cc1)C(=O)Nc1cccc(C(=O)O)c1
 : -13.8	1.0	-4.5	-20.2	1.2	-6.0	-0.5	8.7
Cc1cc(C)c(S(=O)(=O)NCCOc2ccccc2)c(C)c1-n1cnnn1
 : 2.2	-1.4	-3.6	-19.8	1.2	16.9	-0.8	-9.4
CC(=O)c1ccc(NC(=S)NN2C(C)CCCC2C)cc1 (centres undefined)
 : 2.2	-0.5	-4.4	4.8	-0.6	-6.3	4.3	-4.2
CC1Cc2c([nH]c3ccccc23)C2c3ccccc3CN12 (centres undefined)
 : 1.2	-3.6	-9.4	7.4	-0.7	0.2	-1.4	1.4
O=C(Nc1c2c(nn1-c1ccc(F)cc1)CS(=O)C2)c1ccc(S(=O)(=O)N2CCOCC2)cc1 (centres undefined)
 : -7.6	-5.0	-10.8	-14.3	-17.6	10.1	-0.2	4.0
O=C(/C=C\c1cccs1)c1c(O)ccc2ccc(=O)oc12
 : 0.7	-4.2	-8.6	3.7	1.1	-17.8	1.6	15.2
COc1ccc(Br)cc1C(=O)Nc1ccc(Cc2ccncc2)cc1
 : 6.3	-0.2	-3.3	23.9	-15.4	21.9	-2.6	15.3
CC(=O)OC1CSC2c3ccccc3C(=O)N2Cc2sccc21 (centres undefined)
 : 3.0	1.0	-3.3	3.4	-0.4	3.1	0.9	15.6
Cc1cc(O)ccc1Nc1nc(-c2sc(N)nc2C)cs1
 : 6.6	-1.5	-1.6	2.6	-6.0	-2.0	0.7	15.0
CC(C)CC(=O)Nc1cc([N+](=O)[O-])ccc1Cl
 : -1.6	1.1	-4.5	43.4	-3.1	-2.3	2.7	-12.3
CCC(=O)Nc1cccc(C(=O)Nc2nccs2)c1
 : 1.1	-3.2	-3.2	-14.9	0.1	-0.8	-0.1	3.8
O=[N+]([O-])c1cccc(-c2ccc(CN3CCCCC3)o2)c1
 : -2.4	-5.5	-5.5	5.8	-1.0	3.2	5.1	-1.0
Clc1ncccc1OCc1ccccc1
 : -3.0	0.8	-0.5	-17.2	-0.6	5.1	3.0	-6.1

# Remaining list, next part
# Order of results – CXCR6 block	A3A deaminase	A3G deaminase	Gli-Sufu antag	GRIN3A LBD mod	EBI2 antag	MPTP inh	CCR6 antagonist
NC(=O)C1CCN(c2ncc(C(F)(F)F)cc2Cl)CC1
 : 6.9	1.3	-3.7	6.3	-3.2	-0.2	-2.0	2.3
O=C1CC2(CCCC2)Oc2ccccc21
 : -6.1	2.4	3.0	-2.5	-0.6	-0.1	0.4	6.4
O=C(Cc1ccc(Cl)cc1)NCC(=O)N1CCCC1
 : 5.9	1.0	2.1	-1.8	-2.0	-5.4	-2.9	-23.9
O=C(COC(=O)C1CCCO1)Nc1nc(-c2ccc(F)cc2)cs1 (centres undefined)
 : -2.7	-3.0	-5.4	-29.8	-0.2	-3.4	-1.4	-0.9
CC(=O)Nc1ccc(S(=O)(=O)NNC(=O)CCc2ccccc2)cc1
 : 1.7	0.5	-2.9	-2.8	-2.0	3.0	0.2	9.1
Cc1ccccc1-n1nc2c(c1NC(=O)C1CCCC1)CS(=O)(=O)C2
 : 3.2	-5.3	-8.5	-2.7	1.6	0.7	2.7	17.0
CC(=O)Nc1ccc2nc(SCC(=O)NCCOc3ccccc3)sc2c1
 : 3.6	-2.2	3.0	-5.0	-3.5	-0.7	0.7	10.9
CCOc1ccc(C(=O)N2CCC(C(=O)c3ccc4c(c3)OCCO4)CC2)cc1
 : -0.1	3.5	-5.8	-0.1	0.3	81.0*	-0.3	-1.5
